HIV peptide binding – cell-free HIV fusion peptide-binding blockers – biochemical, uHTS, fluorescence dequenching, primary screen (AID 1986). inhibition, % at 20 µM; hits with a dose series show IC50 in µM. 0.3% of 290,000 active. cell-free peptide binding, fluorescence dequenching, 30 min; higher % means a stronger effect; in the data active = inhibition mostly above about 52%, no sharp cut-off; inactive = mostly below about 76%; note: some results filed as inactive read as strong as hits
West Nile virus CPE – West Nile virus antiviral activity, cell-based, CPE readout (AID 1621). West Nile virus-infected cells, CPE inhibition; higher % means a stronger effect. CPE inhibition, % at 10 µM, or IC50 in µM where a hit was titrated. 0.02% of 290,000 active; in the data active = a potency from the dose series; inconclusive = CPE inhibition mostly from about 3.7% at the one dose, without a potency; inactive = the rest, 99 in 100 with CPE inhibition below about 2.2%; note: strong numbers were not always called active
AID2073 – disruptors of CaV2.2 binding to Mint1 – biochemical, HTRF (AID 2073); 0.19% of 290,000 active; inhibition, % at 20 µM, or IC50 in µM where a hit was titrated; HTRF protein-protein interaction, Mint1-CaV2.2; higher % means a stronger effect; in the data active = inhibition mostly above about 51%, no sharp cut-off; inconclusive = no clear call, values can overlap the other calls; inactive = mostly below about 53%; note: some results filed as inactive read as strong as hits
HEK293 NOD2/NF-kB – NOD2 signaling inhibitors, cell-based, luminescence, uHTS, HEK293 (AID 1566); one-dose inhibition, % at 4 µM; EC50 in µM for titrated hits; HEK293 NOD2/NF-kB luciferase reporter, luminescence; higher % means a stronger effect; 0.63% of 290,000 active; note: many of its hits are not listed in these tables
Yfh1-depleted yeast – enhancers of respiration in Yfh1-depleted yeast, dose response, Friedreich's ataxia, plus single-dose screen (AID 1465); fold induction at 50 µM, or EC50 in µM where a hit was titrated; 0.074% of 220,000 active; S. cerevisiae Yfh1-off respiration, WST-1 reduction, 72 h; higher fold induction means a stronger effect;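 active = fold induction of absorbance versus untreated yeast above a set limit, then at least 30% activation at any dose in follow-up; inconclusive = repeats straddling the limit, or above it without dose testing; inactive = fold induction below the set limit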;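 note: activators that raise dye reduction in frataxin-depleted yeast; strong numbers were not always called active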
KOR beta-arrestin-1 – kappa opioid receptor blockers – cell-based, luminescence, uHTS (AID 1778) | KOR beta-arrestin recruitment, luminescence, antagonist mode; higher % means a stronger effect | one-dose inhibition, % at 10 µM; IC50 in µM for titrated hits | 0.091% of 290,000 active; note: strong numbers were not always called active
KOR beta-arrestin-2 – kappa opioid receptor activators – cell-based, luminescence, uHTS, primary screen (AID 1777) | KOR beta-arrestin recruitment, luminescence; higher % means a stronger effect | activation, % at 10 µM, or EC50 in µM where a hit was titrated | 0.02% of 280,000 active; in the data active = activation above about 50%, passing the limit was not always enough; note: a part of the inactive calls stands beside numbers as strong as those of hits
NS5 inhibitors – flavivirus cap methylation enzyme inhibition – biochemical, confirmation dose response, primary screen (AID 588689); Dengue-2 NS5 methyltransferase capping enzyme assay, biochemical; higher % means a stronger effect; inhibition, % at 25 µM; hits with a dose series show IC50 in µM; 0.3% of 340,000 active; in the data active = a potency from the dose series; inconclusive = inhibition above about 29% without an active follow-up result
NOD1 NF-kB reporter – NOD1 signaling inhibitors, primary screen, cell-based, luminescence, uHTS (AID 1578); 1% of 290,000 active; inhibition, % at 4 µM, or EC50 in µM where a hit was titrated; NOD1-driven NF-kB luciferase reporter cells, luminescence; higher % means a stronger effect; in the data active = inhibition mostly above about 36%, no sharp cut-off; inactive = mostly below about 34%;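 note: HEK-293T reporter cells stimulated with the NOD1 agonist gamma-tri-DAP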
NS5 inhibitors pilot replicate – second read-out of NS5 inhibitors, no call of its own (marks repeat the call); inhibition, %; measured here: pilot screen replicate inhibition
An asterisk follows results filed as active; i = inactive; ? = inconclusive; / = no result given; [ ] = dose if it differs, or a comment. Cut-off read from the data, not from the text of the source, unless noted: active = inhibition above about 50%; inactive = the rest. Some of the compounds tested, so the mix of outcomes need not match the whole.

SMILES | HIV peptide binding | West Nile virus CPE | AID2073 | HEK293 NOD2/NF-kB | Yfh1-depleted yeast | KOR beta-arrestin-1 | KOR beta-arrestin-2 | NS5 inhibitors | NOD1 NF-kB reporter | others
COCCOc1nc2c(c(=O)n(C)c(=O)n2C)n1CCc1ccccc1 | 3.0% | -0.3% | 1% | 13% | i | 26% | -0.3% | -2% | 16%
CCC(C(=O)NC(C)(C)C)N(C(=O)Cn1nnc(-c2cccs2)n1)c1cnc2ccccc2c1 (configuration not stated) | -1.6% | -1.1% | -2% | 13% | i | 3% | 0.5% | -2% | 14%
CCCCNC(=S)NNC(=O)C1=NN(c2cc(C)ccc2C)C(=O)CC1 | -3.3% | -0.1% | -29% | 2% | / | -2% | -2.5% | -3% | -26%
Cc1cc(NC(=O)CCC(=O)N(CC(=O)NC2CCCC2)c2ccc(Cl)c(Cl)c2)no1 | 1.7% | -0.4% | 4% | 9% | / | -5% | 2.4% | 7% | -36%
CCOC(=O)c1cn(-c2nc(-c3ccc(Cl)cc3)cs2)c2c(F)c(N3CC(C)OC(C)C3)c(F)cc2c1=O (configuration not stated) | -1.1% | -0.2% | 9% | 20% | i | -2% | 1.2% | / | 23%
C/C(=C\C(=S)Nc1ccccc1)Nc1ccccc1 | 1.5% | 1.1% | -10% | 8% | i | 34% | -2.3% | -9% | -25%
Cc1cc(F)c(F)c(C(=O)NC2CC2)c1Cl | 2.7% | 0.1% | ? | 5% | i | -16% | -0.3% | -2% | /
COc1ccc(Cl)cc1C(=O)N/N=C/c1ccc(N2CCOCC2)cc1 | 18% | -0.3% | 19% | 8% | i | -8% | 0.7% | -2% | -36%
COC(=O)c1cc(CC(=O)c2ccc(O)cc2O)c(C)o1 | 0.2% | -0.3% | 20% | 19% | i | 0% | 0.1% | -1% | 8%
CCC(=O)N1CC2(CC(c3cccc(NC(=O)CC(c4ccccc4)c4ccccc4)c3)=NO2)C[C@H]1C(N)=O (some centres not stated) | 0.7% | 0.4% | 14% | 15% | i | 3% | 0.8% | -11% | -4%
Cc1ccc(CN2CCC(c3cc(-c4ccc(Cl)cc4)n[nH]3)CC2)cc1 | 1.4% | ? | -6% | 3% | / | -23% | 4.6% | -12% | 0%
CC(C)N(C(=O)Cn1cnc2cc([N+](=O)[O-])ccc2c1=O)C(C)C | -0.5% | -0.5% | 10% | 1% | i | 0% | -1.4% | / | -27%

Continued; the last three above are carried over.
SMILES | HIV peptide binding | West Nile virus CPE | AID2073 | HEK293 NOD2/NF-kB | Yfh1-depleted yeast | KOR beta-arrestin-1 | KOR beta-arrestin-2 | NS5 inhibitors | NOD1 NF-kB reporter | others
CCC(=O)N1CC2(CC(c3cccc(NC(=O)CC(c4ccccc4)c4ccccc4)c3)=NO2)C[C@H]1C(N)=O (some centres not stated) | 0.7% | 0.4% | 14% | 15% | i | 3% | 0.8% | -11% | -4%
Cc1ccc(CN2CCC(c3cc(-c4ccc(Cl)cc4)n[nH]3)CC2)cc1 | 1.4% | ? | -6% | 3% | / | -23% | 4.6% | -12% | 0%
CC(C)N(C(=O)Cn1cnc2cc([N+](=O)[O-])ccc2c1=O)C(C)C | -0.5% | -0.5% | 10% | 1% | i | 0% | -1.4% | / | -27%
Cc1ccc(S(=O)(=O)NCc2nc3ccccc3c(=O)n2N)cc1 | -0.8% | -0.8% | -7% | 6% | i | -46% | 3.3% | -4% | 23%
Nn1c(Cc2cccc3ccccc23)n[nH]c1=S | -1.7% | 2.6% | 11% | 3% | i | 14% | -1.2% | -4% | -16%
CCOC(=O)c1c(C)[nH]c(C)c1C(=O)CSc1nc2ccccc2c(=O)n1-c1ccccc1C | -2.1% | -0.2% | -4% | 4% | i | 3% | -0.6% | -9% | 5%
CCOC(=O)CSc1nnc(Cn2c(=O)sc3ccccc32)n1C | 1.5% | 0.1% | 36% | 1% | i | 32% | -2.0% | -3% | -18%
O=[N+]([O-])c1cccc(-c2ccn[nH]2)c1 | 0.2% | -0.3% | 2% | 5% | i | 1% | 2.0% | -10% | -12%
CCCCCc1nnc(NC(=O)CN2C(=O)C3CCCCC3C2=O)s1 (configuration not stated) | 0.1% | -0.4% | 31% | 2% | / | 19% | 1.2% | -8% | -34%
Cc1occc1C(=O)NNC(=S)NCc1ccccc1 | -1.6% | 0.1% | -17% | 4% | i | -32% | -0.6% | -11% | -27%
Cn1sc(NC(=O)c2ccc(Cl)cc2)nc1=O | -4.1% | 0.1% | -16% | -88% | i | -42% | 4.6% | 4% | / | NS5 inhibitors pilot replicate=-2.4
CCn1ccnc1CN1CCCC(C(=O)c2ccc3c4c(cccc24)CC3)C1 (configuration not stated) | -1.2% | -1.5% | -5% | -3% | i | -15% | 0.5% | -5% | 46%
COc1ccc(/C=C2\SC(=S)N(CCC(=O)NC3C=CS(=O)(=O)C3)C2=O)cc1 (configuration not stated) | 13% | -0.2% | 22% | 12% | / | -19% | -2.5% | 12% | 18%
Cc1cc(C)n(-c2nc(NCC(C)O)c3c4c(sc3n2)COC(C)(C)C4)n1 (configuration not stated) | 2.2% | ? | 6% | -22% | i | 10% | 3.6% | -7% | -30%
Cc1ccc(Nc2nc(-c3sc(NC(=O)c4cccc(Cl)c4)nc3C)cs2)cc1 | 14% | -0.7% | 17% | -58% | i | -23% | 3.8% | / | 8%
COc1cc(-c2cn[nH]c2N)cc(OC)c1OC | 0.3% | 1.1% | -1% | 11% | i | 11% | 12% | -1% | -9%
CCOC(=O)c1ccc2c(c1)C1C=CCC1C(C(=O)OCC)N2 (configuration not stated) | 20% | 0.9% | 11% | 7% | / | -7%[20 µM] | -4.9% | 11% | -24%
COc1ccc(NC(=O)c2coc3ccccc23)cc1OC | 4.3% | 0.1% | 4% | -27% | i | -7% | -2.2% | -2% | -35%
O=C(NC1CCCCCCC1)C1c2ccccc2C(=O)N1Cc1cccs1 (configuration not stated) | 2.5% | -0.5% | -1% | -18% | i | 15% | -3.1% | -4% | -40%
COc1ccc(-n2ncc3c2CC(C)(C)CC3NC(=O)c2c(C)cc(=O)oc2C)cc1 (configuration not stated) | -0.6% | -0.9% | -13% | -8% | / | -26% | 3.0% | -5% | -14%
O=C1/C(=C/c2ccccc2)SC(=S)N1CCCC(=O)N1CCCCC1CCO (configuration not stated) | -0.6% | ? | -12% | 10% | / | -22% | -0.3% | 3% | -20%
Cc1nn(CCc2nn[nH]n2)c2nc(C(F)(F)F)cc(C(F)(F)F)c12 | -2.6% | 0.1% | 21% | -4% | i | 1% | -3.4% | -11% | -8%
Cc1ccccc1NC(=O)NCc1ccc2c(c1)OCO2 | -2.1% | -0.4% | 12% | -40% | i | -11%[20 µM] | -4.2% | -6% | -35%
C/C(=N\NC(=O)C(=O)Nc1cc(C)ccc1C)c1ccncc1 | 2.3% | 0.2% | 3% | 13% | i | 6% | -0.8% | -5% | 6%
CC(OC(=O)c1ccc(-c2ccc([N+](=O)[O-])cc2)o1)C(=O)NC(N)=O (configuration not stated) | -1.1% | 0.0% | -4% | -1% | i | 21% | -0.4% | 2% | 1%
Cc1cc(N2CCN(C(=O)/C=C/C(=O)O)CC2)c2ccccc2n1 | -0.5% | -0.5% | 6% | 3% | / | 30% | 7.1% | -5% | 12%
C=CCn1c(C2CC2)n[nH]c1=S | 1.6% | 1.6% | 2% | 6% | i | 20% | -3.5% | -15% | -40%
CCOc1ccc(CN(C)C(=O)[C@H](C)NC(=O)c2ccco2)cc1OC | 0.2% | 0.0% | 8% | 5% | / | -2% | 1.3% | -3% | -29%
CC(CCc1ccc(O)cc1)NC1c2ccccc2-c2ccccc21 (configuration not stated) | -2.1% | -1.6% | 8% | 13% | / | -58%[20 µM] | 2.6% | -7% | 37%
CCOc1ccc(CC(=NCCc2ccccc2)C2=C(O)CC(C)(C)CC2=O)cc1OCC | -1.1% | -0.8% | -1% | 18% | i | 20% | -7.6% | 3% | -7%
O=C(Nc1cc(Sc2nc3ccccc3s2)cc([N+](=O)[O-])c1)c1ccccc1F | -1.9% | 0.3% | 5% | 18% | i | 22% | 2.2% | -2% | 52%
Cc1c(OCC(=O)NCC2CCC(C(=O)O)CC2)ccc2c3c(c(=O)oc12)CCC3 (configuration not stated) | 0.8% | -0.4% | 3% | 4% | / | -49%[20 µM] | -6.4% | 0% | -23%
Oc1cc2ccccc2cc1-c1nnc2n1-c1ccccc1SC2 | -1.2% | -0.3% | -5% | 7% | i | 24% | -0.1% | 10% | 16%
O=C(NCCN1C(=O)C2C3C=CC(C3)C2C1=O)Nc1ccccn1 (configuration not stated) | -0.3% | -0.8% | -5% | 7% | i | 24% | -2.6% | -7% | /
N#Cc1c(-c2ccccc2)[nH]c(=S)[nH]c1=O | -0.5% | -0.3% | 16% | 13% | i | 7% | -4.5% | 0% | 9%
COCCn1c(SCC(=O)Nc2ccc(S(=O)(=O)N(C)C)cc2)nc2ccccc21 | -0.7% | -0.1% | 4% | -2% | i | -7% | 1.2% | -7% | 12%
N/C(=N\OC(=O)c1cc(Cl)ccc1Cl)c1cccnc1 | 13% | -0.3% | 0% | -30% | i | -3% | -8.3% | -1% | -35%
O=C(Nc1cccc(S(=O)(=O)N2CCCCC2)c1)Nc1ccc(Cl)cc1Cl | 2.6% | ? | 11% | / | i | -36% | 2.8% | 0% | /
O=C(CN1CCc2ccccc2C1)NC1CCCC1 | 0.3% | -0.6% | -5% | -26% | i | 12%[20 µM] | -4.0% | -3% | -22%
CC(C)CC(=O)Nc1cc(C(F)(F)F)ccc1N1CCOCC1 | -1.0% | 1.4% | 1% | 15% | i | -22% | 1.0% | -11% | 12%
O=C(CC1NCCNC1=O)OCc1ccccc1 (configuration not stated) | -0.9% | 0.6% | -6% | 1% | i | 14% | -3.8% | -5% | -9%
CC1CCCN(C(=O)c2ccncc2)C1 (configuration not stated) | -1.4% | 0.5% | 4% | -2% | i | 48% | -1.0% | -5% | -16%
CC(=O)Oc1ccc(CC(C(=O)O)N2C(=O)c3ccccc3C2=O)cc1 (configuration not stated) | 1.1% | 0.9% | -6% | -20% | / | -12% | 3.1% | -5% | -10%
COc1ccccc1NS(=O)(=O)c1ccc2c(c1)NC(=O)C(C)S2 (configuration not stated) | -0.6% | -0.2% | 10% | 41% | / | -37% | 8.9% | -5% | 49%
CC1(C)CC(=O)C(C(=O)C2CCN(S(=O)(=O)c3ccccc3)CC2)C(=O)C1 | -1.6% | 0.4% | 5% | -20% | i | -14% | -2.5% | / | -18%
Clc1cccc(-c2ccc(/C=N/n3cnnc3)o2)c1 | -0.1% | 0.1% | 18% | -13% | i | -85% | 10% | -3% | 9%
COc1cccc(OC)c1C(=O)Nc1cc2c(cc1N1CCOCC1)n(C)c(=O)n2C | 0.3% | 0.7% | 16% | 11% | / | 10% | 4.2% | 1% | -24%
O=C(Nc1nc2ccccc2s1)c1cccc(N2C(=O)CCC2=O)c1 | 0.2% | -0.7% | 9% | -8% | / | 1% | 3.5% | -7% | -36%

Assay outcomes from PubChem BioAssay.
